# Pf growth 48h: Primary qHTS for delayed death inhibitors of the malarial parasite plastid, 48 hour incubation; P. falciparum luciferase growth in erythrocytes, 48 h; Potency, µM (highest dose often 28.7 µM), without a hit: top-dose activity change, negative = inhibition, most hits filed as inhibitors; 310,000 tested, 5.9% active
#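 Luciferase-expressing P. falciparum in infected erythrocytes (2% hematocrit, 0.1% parasitemia final) in RPMI 1640/0.5% Albumax were exposed to compound for 48 hours at 37 C, 5% CO2; growth read as luminescence.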
# TbPYK inhibitor: qHTS of Trypanosoma Brucei Inhibitors | Potency, µM (series often up to 76.8 µM), inactives show at the highest dose activity, negative = inhibition, hits mostly inhibitors | 410,000 tested, 0.12% active | AID 624173, 2012 | TbPYK enzyme, Kinase-Glo Plus ATP luminescence, 45 min | pyruvate kinase (Trypanosoma brucei), Q57TT1; also: nearly all actives have a fitted effect of over 50% in size
#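 Glycolytic pyruvate kinase of T. brucei was incubated with substrate, test compound and 130 uM ADP for 45 minutes at room temperature. Luminescent Kinase-Glo Plus signal was measured after 10 minutes.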
# LmPK inh: qHTS Assay for Inhibitors of Leishmania Mexicana Pyruvate Kinase (LmPK); Potency, µM (highest dose often 57.5 µM), inactives show at the top dose activity change, negative = inhibition, usual class: inhibitors; 290,000 tested, 0.37% active; purified LmPK, Kinase-Glo ATP luminescence, 1 h
# Target sequence (Q27686 whole entry, looked up): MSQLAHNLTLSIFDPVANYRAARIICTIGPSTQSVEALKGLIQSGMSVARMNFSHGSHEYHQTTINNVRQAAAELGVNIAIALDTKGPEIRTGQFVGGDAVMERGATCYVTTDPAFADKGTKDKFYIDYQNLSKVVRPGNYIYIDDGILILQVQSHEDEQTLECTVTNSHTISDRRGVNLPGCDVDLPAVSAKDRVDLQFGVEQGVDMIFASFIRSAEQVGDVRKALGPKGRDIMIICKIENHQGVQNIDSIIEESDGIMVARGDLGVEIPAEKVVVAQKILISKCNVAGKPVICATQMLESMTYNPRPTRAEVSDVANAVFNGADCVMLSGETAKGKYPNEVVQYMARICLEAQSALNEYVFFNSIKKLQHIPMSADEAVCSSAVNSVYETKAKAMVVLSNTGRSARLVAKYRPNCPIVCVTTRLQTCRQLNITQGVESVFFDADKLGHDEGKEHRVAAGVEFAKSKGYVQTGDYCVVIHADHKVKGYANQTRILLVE
#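 In 50 mM imidazole pH 7.2 with 7 mM MgCl2, LmPK (0.1 nM) turned over PEP (0.5 mM) and ADP (0.1 mM) for 1 h at room temperature. Luciferase read-out of ATP.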
# HCV inh: qHTS Assay for Inhibitors of Hepatitis C Virus (HCV). Huh7.5.1 HCVcc-Cre infection, luciferase reporter, 44 h. Potency, µM (series often up to 41.8 µM), inactives show at the top dose activity change, negative = inhibition, actives largely listed as inhibitors. 340,000 tested, 3.4% active. AID 651820, 2012
#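 Cells seeded at 1,000/well and cultured 4 h, then compounds added followed by HCVcc-Cre virus (~0.5 moi). After 44 h further culture, luciferase substrate was added, plates held 15 min at room temperature, and luminescence read for 15 sec.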
# Sm TGR block: qHTS Assay for the Inhibitors of Schistosoma Mansoni Peroxiredoxins. purified TGR, DTNB reduction, TNB absorbance 405 nm. Schistosoma mansoni thioredoxin glutathione reductase (TGR), Q962Y6. Potency, µM (doses to about 114 µM), for the others: at the highest dose activity change, negative = inhibition, hits mostly inhibitors. 360,000 tested, 3% active; also: nearly all actives have a fitted effect of over 60% in size
#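 TGR 20 nM + NADPH 100 uM (dispensed conc.), cpd preinc 15 min RT; start with NADPH (500 uM addition) then DTNB (15 mM addition). Kinetic TNB absorbance, 405 nm filter. Four-parameter Hill fit across titration.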
# Pf growth 96h: Primary qHTS for delayed death inhibitors of the malarial parasite plastid, 96 hour incubation; AID 504834, 2011; Potency, µM (top dose mostly 28.7 µM), inactives show at the highest dose activity change, negative = inhibition, hits mostly inhibitors; 320,000 tested, 6.9% active; P. falciparum luciferase reporter growth, 96 h
#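 Erythrocytes infected with luciferase-expressing P. falciparum were dispensed at 2% hematocrit and 0.05% parasitemia (final), then incubated with compounds 96 hours at 37 C in 5% CO2. Luminescence after detection reagent addition reported growth.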
# The depositor's hits bear a star; ? = inconclusive; / = not tested or not shown; & = joins results of further samples; [ ] = another dose, or the depositor's remark. Calls follow the shape of the dose curve; as a rule, active = well fitted curve in the direction sought with a large enough effect; inconclusive = small, poorly fitted or top-dose-only effect, or another doubt; inactive = no such curve, though single readings can be large; an effect the other way counts as inactive or inconclusive. % is scaled to controls: 0 for no effect and ±100 for the full control effect; potency is read from the fitted curve at half-maximal effect. Compounds as they come, and some 16% of all compounds hit somewhere here.
SMILES,Pf growth 48h,TbPYK inhibitor,LmPK inh,HCV inh,Sm TGR block,Pf growth 96h
Cc1ccc(O)c(Nc2c3ccccc3nc3ccccc23)c1,?,-1%,-9%,10µM*,?,22%
O=C(OCc1nnc(-c2ccccc2)o1)c1ccc([N+](=O)[O-])s1,34%[activator],5%,/,18%,?,-16%
O=C(NCCCN1CCOCC1)c1ccc(CSCc2cccc(Cl)c2)o1,?,-2%,1%,5%,-15%,50%[activator]
NC(=O)c1ccc(Oc2ccc3c(c2)CCC3)c([N+](=O)[O-])c1,29%,-5%,-6%,-11%,-13%,59%[activator]
COc1cc(CNCCN(C)C)ccc1OCc1c(F)cccc1Cl,?,2%,4%,?,/,-1%
CC1CCCCN1CCCNc1ccc(C(CC(N)=O)NC(=O)Cc2ccc(Cl)cc2)cc1[N+](=O)[O-] (stereo unspecified),38%[activator],3%,-6%,-1%,-17%,33%
CC(C)/C=C1\CCCCC1N(C)C(=O)NC(C)C (stereo unspecified),-4%,3%,-3%,6%,-7%,?
COc1ccc(NC(=O)CSc2nc3[nH]ncc3c(=O)n2-c2ccccc2OC)cc1OC,?,-3%,3%,-6%,?,?
Cn1c2ccccc2c2nnc(SCC(=O)Nc3ccccc3F)nc21,12%,-3%,0%,8%,3%,?
Cc1ccc(S(=O)(=O)NC(=O)Nc2cccc([N+](=O)[O-])c2)cc1,32%[activator],1%,-3%,17%,-3%,-4%
CCCC(=O)NC(c1ccco1)c1cc([N+](=O)[O-])c2cccnc2c1O (stereo unspecified),?,-3%,-15%,-5%,28µM*,15%
CCOC(=O)c1c(NC(=O)CN2C(=O)NC3(CCCCC3C)C2=O)sc(C)c1C (stereo unspecified),-20%,-11%,5%,-27%,-17%,?
O=C(OCC(=O)N1CCOCC1)c1c(Cl)ccc(Cl)c1Cl,-3%,2%,0%,9%,56%[activator],1%
COCCCNC(=O)Cn1ccc(N)nc1=O,63%[activator],-8%,/,5%,0%,64%[activator]
Cc1c(Cl)cccc1NC(=O)Nc1ccc(C(=O)N2CCCC2)cc1,-15%,-11%,?,9%,5%,-17%
Cc1cccn2c(=O)c(/C=C3\SC(=S)NC3=O)c(NCCCN3CCOCC3)nc12,13µM*,-10%,-23%,2%,10%,?
O=C(OCC(=O)N1CCN(c2ccccc2)CC1)c1ccccc1NCCO,-11%,1%,/,-6%,-4%,-1%
CC(=O)N1NC(=Nc2ccccc2)SC1(C)C,36%[activator],-4%,-2%,?,2%,0%
CN(c1ccccc1)S(=O)(=O)c1cc(C(=O)Nc2nc3ccccc3[nH]2)ccc1Cl,?,-7%,1%,?,5%,?
O=C(CSc1nnnn1Cc1ccccc1)Nc1ccc2c(c1)OCCO2,21%,4%,-4%,-3%,6%,4%[5.75 µM]
CCCN1CCN(CCCNC(=O)Cn2nc(-c3ccccc3)ccc2=O)CC1,4%,-4%,-3%,7%,2%,43%[activator]
CCOc1cc(C2C(C#N)=C(N)OC(C)=C2C(C)=O)cc(Br)c1O (stereo unspecified),-4%,-7%,5%,-21%&4%,50µM*,?
Cc1cccc(-n2c(-c3ccco3)nc3ccccc3c2=O)n1,17%,3%,-7%,11%,-17%,?
CC(=O)Nc1ccc(C(=O)CS(=O)(=O)c2ccc(C)cc2)cc1,13%,-17%,2%,4%,-10%,14%
COc1ccccc1C(CNC(=O)c1ccco1)N1CCCC1 (stereo unspecified),-8%,0%,/,14%,-18%,20%
C#CCOCCOCCOCCNc1nc(N2CCN(C(=O)CCCCCCCCCCNC(=O)[C@H](CCCCN)n3cc(C[C@@H](C)CC)nn3)CC2)nc(N2CCN(C(=O)CCCCCCCCCCNC(=O)[C@H](CCCN=C(N)N)n3cc(C[C@@H](C)CC)nn3)CC2)n1,3.3µM*,2%,/,?,?,3.3µM*
COC(=O)c1noc(C)c1-c1ccnn1C(=O)c1ccc(C)cc1,?,-4%,2%,18%,4%,2%
Cc1cccc(NP(=O)(Oc2ccccc2F)Oc2ccccc2F)c1,?,-6%,1%,-19%,-15%,49%[activator]
CCOc1ccc(-n2c(SCc3ccc([N+](=O)[O-])cc3)nnc2-c2ccccc2)cc1,?,?,-8%,-30%,-2%,4.7µM*
O=C1OC(C(=O)Nc2nccs2)Cc2ccccc21 (stereo unspecified),/,10%,-4%,-4%,-4%,8%

# Reformatted: results already given.
# Results follow in this order: Pf growth 48h | TbPYK inhibitor | LmPK inh | HCV inh | Sm TGR block | Pf growth 96h
Cc1cccc(-n2c(-c3ccco3)nc3ccccc3c2=O)n1
 : 17% | 3% | -7% | 11% | -17% | ?
CCCN1CCN(CCCNC(=O)Cn2nc(-c3ccccc3)ccc2=O)CC1
 : 4% | -4% | -3% | 7% | 2% | 43%[activator]
CN(c1ccccc1)S(=O)(=O)c1cc(C(=O)Nc2nc3ccccc3[nH]2)ccc1Cl
 : ? | -7% | 1% | ? | 5% | ?
CC(=O)Nc1ccc(C(=O)CS(=O)(=O)c2ccc(C)cc2)cc1
 : 13% | -17% | 2% | 4% | -10% | 14%
COC(=O)c1noc(C)c1-c1ccnn1C(=O)c1ccc(C)cc1
 : ? | -4% | 2% | 18% | 4% | 2%
COc1ccccc1C(CNC(=O)c1ccco1)N1CCCC1 (stereo unspecified)
 : -8% | 0% | / | 14% | -18% | 20%
Cc1cccc(NP(=O)(Oc2ccccc2F)Oc2ccccc2F)c1
 : ? | -6% | 1% | -19% | -15% | 49%[activator]

# Next results follow:
SMILES,Pf growth 48h,TbPYK inhibitor,LmPK inh,HCV inh,Sm TGR block,Pf growth 96h
CSc1cccc(CN2CCCC(C(=O)Nc3cccc(-n4cccn4)c3)C2)c1 (stereo unspecified),8%,-3%,-10%,?,-1%,-5%
CSc1ccccc1NC(=O)c1ccc(Cl)s1,19%,3%,8%,16%,0%,/
CC(NC(=S)NCCN1CCOCC1)C12CC3CC(CC(C3)C1)C2 (stereo unspecified),?,0%,1%,-21%,/,?
COc1ccc(-c2csc(NC(=O)CCCc3nc4ccccc4c(=O)[nH]3)n2)cc1OC,-29%,-5%,/,?,-3%,?
COc1cccc(N(C(=O)c2snc(C(N)=O)c2N)C(C(=O)NCC2CCCO2)c2ccc3ncccc3c2)c1 (stereo unspecified),?,-1%,-1%,-9%,3%,-3%
CC(Sc1nnnn1-c1ccc(Cl)cc1)C(=O)NCC(=O)Nc1ccc(F)c(F)c1F (stereo unspecified),-17%,3%,0%,?,-11%,22%
COc1ccc(N2CC(NS(=O)(=O)c3cccs3)CC2=O)cc1OC (stereo unspecified),?,-2%,/,5%,-11%,9%
O=c1c2cc(N3CCOCC3)ccc2[nH]c(=S)n1CCCN1CCN(c2ccccc2F)CC1,19%,/,-5%,2%,-1%,-2%
COC(=O)c1ccc(NC(=O)c2ccc(NS(=O)(=O)c3cccc4cccnc34)cc2)cc1,3%,5%,-2%,-23%,6%,23%
O=S(=O)(c1cccc2cnccc12)N1CCNCC1,6%,0%,/,?,-17%,7%
O/N=C(\c1ccccn1)C1CC1c1ccccc1 (stereo unspecified),5%,0%,-7%,3%,-8%,?
Cc1ccccc1CCNC(=O)C1CCCN(c2cnccn2)C1 (stereo unspecified),1%,0%,5%,7%,-4%,76%[activator]
CCOc1ccc(-n2nc(C(=O)NC3CCCCC3)c3ccccc3c2=O)cc1,?,1%,4%,1%,0%,?
CCCc1cc(C(=O)NC2CCCN(Cc3ccccc3F)C2)no1 (stereo unspecified),-15%,-1%,8%,2%,-4%,10µM*
Cc1nn(Cc2ccccc2)c(Cl)c1C(=O)OCc1nnc(-c2ccc(Cl)cc2)o1,14%,-8%,-1%,10%,9%,-8%
O=C(c1ccc(N2CCCC2)c([N+](=O)[O-])c1)N1CCN(CCO)CC1,38%[activator],-6%,5%,2%,0%,64%[activator]
CCCCn1c(N)c(N(CCOC)C(=O)c2cc(-c3ccccc3)nc3ccccc23)c(=O)[nH]c1=O,-13%,3%,/,1%,4%,0%
Cc1ccc(Cn2nnc3c(=O)n(CC(=O)NCC4CCCO4)cnc32)cc1 (stereo unspecified),/,1%,5%,15%,6%,52%[activator]
CCOc1cnc(-c2c(-c3ccccc3Cl)noc2C)o1,82%[activator],1%,-2%,-30%,-6%,?
COc1ccc(NC(=O)Cn2nnc(C(=O)NCc3ccccc3)c2N)cc1Cl,-6%,-7%,-5%,-2%,-7%,0%
COc1cccc(C(=O)NC(C)c2ccc(Br)cc2)c1 (stereo unspecified),-11%,1%,9%,24%,1%,-18%
NS(=O)(=O)c1ccc(CCNC(=O)c2ccccc2-c2ccccc2)cc1,-23%,0%,-7%,9%,0%,6%
COc1ccc(C(=O)N/N=C/c2cccc3cccnc23)cc1,?,0%,2%,-16%,-1%,293%[activator]
O=C1C2C3C=CC(C3)C2C(=O)N1c1cccnc1 (stereo unspecified),-17%,-2%,1%,18%,20%,3%
Cc1[nH]n(-c2ccccc2)c(=O)c1C=Nc1ccc(S(=O)(=O)NC(N)=O)cc1,19%,8%,-11%,10%,1%,0%
Cc1nn(C(C)c2n[nH]c(=S)n2-c2cccc(Cl)c2)c(C)c1[N+](=O)[O-] (stereo unspecified),8%,?,5%,1%,-1%,-10%
O=S(=O)(NCCc1csc(-c2cccnc2)n1)c1cccc(F)c1,8%,-1%,0%,4%,-22%,44%[activator]
C#CCOCCOCCOCCNc1nc(N2CCN(C(=O)[C@H](Cc3ccc(O)cc3)n3cc([C@@H](N)CC(C)C)nn3)CC2)nc(N2CCN(C(=O)[C@H](Cc3cc4ccccc4[nH]3)n3cc([C@@H](N)CC(C)C)nn3)CC2)n1,?,-10%,5%,16%,-36%,-98%
Cc1ccc(NC(=O)c2nnn(-c3cccc(C(F)(F)F)c3)c2N)cc1,22%,2%,-4%,8%,-1%,12µM*
O=C(Cc1ccccc1)NN1C(=O)c2ccccc2C1=O,34%[activator],1%,-4%,14%,11%[57.1 µM],22%
O=C(NC1CCCC1)C(c1cccs1)N(Cc1ccco1)C(=O)c1csnn1 (stereo unspecified),-6%,-4%,1%,4%,35µM*,91%[activator]
COCCN(CCOC)C(=O)CN1C(=O)NC2(CCCc3sccc32)C1=O (stereo unspecified),6%,-4%,5%,-3%,-2%,20%
CCOC(=O)c1c(C)[nH]c(C)c1S(=O)(=O)NCc1ccccc1OCC,12%,-4%,-2%,21%,1%,29%
O=C(CCCN1C(=O)C(c2ccccc2)Oc2cccnc21)NCc1ccccc1F (stereo unspecified),?,3%,2%,-6%,7%,2.1µM*
COCCNC(=O)C(OC(=O)C1=Cc2ccccc2OC1)C(C)C (stereo unspecified),20%,-2%,7%,1%,13%,?
OC(COc1ccc(F)cc1Cl)CN1CCC(Cc2ccccc2)CC1 (stereo unspecified),12µM*,-12%,0%,?,-10%,?
O=C(c1ccco1)N1CCc2[nH]nc(-c3ccc(Cl)cc3)c2C1,2%,-5%,0%,11µM*,12%,?
O=C(O)CCn1cc(C(=O)O)c(-c2ccccc2)n1,7%,0%,1%,10%,9%,64%[activator]
